Screening data deposited in PubChem by National Center for Advancing Translational Sciences (NCATS).
D1 ag = human D1 receptor agonism; P21728; HEK293 T-REx D1 cells, calcium flux, agonist mode; activation, % at 2 µM; 360,000 compounds, 1% hits; AID 504660; further: 0% is about no effect
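Agonism was scored from calcium flux recorded over 180 s (1 read/s) after pintool compound addition, following a 10-cycle baseline. Cells were inducible force-coupled HEK293 TREx D1, plated overnight at 30 C and loaded with no-wash calcium dye.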
TRHR ag = TRH receptor (human) agonism; 360,000 compounds, 0.18% hits; AID 493084; P34981; activation, % at 2 µM; TRHR cells, calcium flux fluo-8, FDSS agonist mode; further: 0% is about no effect
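TRHR-expressing cells, plated overnight in medium with 10% serum, were loaded with fluo-8 calcium dye at room temperature. After a 10 s baseline, library compound was pin-added and calcium release was recorded kinetically (ex 480/em 530) as agonist response.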
D1 antagonist = blocks dopamine activation of the human D1 receptor. HEK293 TREx D1 cells, calcium flux, dopamine EC80; active compounds read low. activity change, negative = inhibition, % at 10 µM. 360,000 compounds, 3.2% hits; in the data active means activity change below about -30%; further: on the % scale 0 is the no-effect control and ±100 the full control effect
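Tetracycline-induced HEK293 T-REx cells with force-coupled D1 receptor were loaded with a no-wash calcium dye. Compound was added after a 10 s baseline and read kinetically for 180 s; EC80 dopamine was then added and calcium flux followed another 180 s.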
D2 antagonist = antagonists of human D2 dopamine receptor; P14416; HEK293 TREx D2 cells, calcium flux, dopamine EC80; inhibition, % at 10 µM; 340,000 compounds, 2% hits; in the data active means inhibition above about 30%; further: 0% is about no effect
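Tetracycline-induced HEK293 T-REx cells expressing D2 force-coupled to calcium signalling were dye-loaded, exposed to compound for 180 s, then challenged with an EC80 of dopamine; calcium flux was followed kinetically for a further 180 s.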
TRHR PAM = TRH receptor (human) allosteric enhancement. enhancement, % at 2 µM. P34981. 360,000 compounds, 0.66% hits. TRHR cells, fluo-8 calcium fluorescence, EC20 TRH enhancement; in the data active means enhancement above about 30%; further: 0% is about no effect
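TRHR-expressing cells loaded with fluo-8 calcium dye were read kinetically (ex 480/em 530) during compound addition, then stimulated with an EC20 of TRH (10 nM final). Enhancement of the Gq-mediated intracellular calcium response was scored.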
D2 agonist = activates the human D2 dopamine receptor; 340,000 compounds, 0.53% hits; HEK293 T-REx D2 cells, calcium flux agonist mode; P14416; activation, % at 2 µM; AID 485358;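 active means activation over 3 SD above normal in the single-dose calcium agonist read, cut at about 30% in these data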; further: 0% is about no effect
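Agonism is scored from calcium flux in a force-coupled, inducible HEK293 cell line expressing D2, read kinetically for 180 s after compound addition against dopamine controls.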
RXFP1 antag = blocks the human relaxin receptor RXFP1 | AID 1259400 | activity change, negative = inhibition, % at 57.5 µM | HEK293-RXFP1, relaxin-stimulated cAMP HTRF, 30 min; active compounds read low | Q9HBX9 | 350,000 compounds, 0.59% hits;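 active means activity change of -60% or lower, but not beyond a set lower limit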; further: on the % scale 0 is the no-effect control and ±100 the full control effect
Target sequence (Q9HBX9 whole entry, looked up): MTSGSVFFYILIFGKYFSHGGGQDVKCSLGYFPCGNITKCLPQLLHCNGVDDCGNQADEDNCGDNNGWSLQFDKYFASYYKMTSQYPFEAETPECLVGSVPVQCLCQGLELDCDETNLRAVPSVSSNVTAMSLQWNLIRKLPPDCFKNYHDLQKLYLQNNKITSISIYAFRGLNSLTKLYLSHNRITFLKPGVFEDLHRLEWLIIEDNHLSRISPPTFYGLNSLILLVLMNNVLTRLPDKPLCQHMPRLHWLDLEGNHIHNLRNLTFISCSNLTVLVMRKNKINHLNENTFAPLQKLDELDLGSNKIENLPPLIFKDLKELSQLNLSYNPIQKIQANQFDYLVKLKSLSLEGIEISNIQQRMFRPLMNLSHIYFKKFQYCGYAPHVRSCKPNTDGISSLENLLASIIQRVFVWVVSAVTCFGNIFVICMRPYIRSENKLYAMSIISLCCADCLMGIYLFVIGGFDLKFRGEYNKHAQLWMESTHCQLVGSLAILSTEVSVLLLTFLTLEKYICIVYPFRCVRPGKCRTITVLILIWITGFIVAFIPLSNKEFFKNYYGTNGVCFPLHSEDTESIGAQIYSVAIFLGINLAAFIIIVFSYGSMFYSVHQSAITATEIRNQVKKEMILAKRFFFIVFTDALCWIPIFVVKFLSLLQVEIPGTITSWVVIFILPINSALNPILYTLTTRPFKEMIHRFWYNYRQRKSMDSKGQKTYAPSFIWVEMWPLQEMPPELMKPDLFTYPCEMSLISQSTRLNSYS
D1 potentiator = human D1 dopamine receptor positive modulation | potentiation, % at 10 µM | 360,000 compounds, 0.036% hits | HEK293 TREx D1 cells, calcium flux, dopamine EC20 potentiation | P21728; in the data active means potentiation above about 30%; further: 0% is about no effect
D2 PAM = D2 dopamine receptor (human) potentiation. AID 485347. HEK293 T-REx D2, calcium flux, EC20 dopamine potentiation. 340,000 compounds, 0.34% hits. P14416. potentiation, % at 10 µM;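 active means potentiation over 3 SD above the plate norm, cut at about 30% in these data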; further: 0% is about no effect
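Potentiation of an EC20 dopamine calcium response measured kinetically over 180 s, after a preceding 180 s compound-only read flagging agonists. Cells: inducible Hek293 Trex D2 line, 4000/well, cultured overnight at 30 C before dye loading.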
* hit, by the source's call; / = not tested or not shown. Unless noted, no stated cut-off is given here; in the data, active means activation above about 30%; inactive means the rest.

[1] COC(=O)c1cccc(Nc2c(-c3ccc(OC)cc3)nc3nc[nH]n23)c1
[2] COCCNC(=O)c1onc(CSc2nc3ccccc3[nH]2)c1C(=O)NCCOC
[3] CCCCN(CCCC)S(=O)(=O)c1ccc(C(=O)Nc2nnc(CSC)o2)cc1
[4] C=CCN(c1ccc(C(=O)OC)cc1)S(=O)(=O)c1ccccc1
[5] O=C(NC1CCCCC1)c1ccc2c(c1)OCO2
[6] O=C(c1ccc(F)cc1)C1CCN(C(=S)Nc2ccccc2Cl)CC1
[7] CC(C)(C)c1nnc(NC(=O)c2cccs2)s1
[8] CCCCCc1cc(=O)oc2c(C(CCN(CC)CC)c3ccc(OC)cc3)c(OC)cc(OC)c12 (stereo not drawn)
Assay by compound | 1 | 2 | 3 | 4 | 5 | 6 | 7 | 8
D1 ag | 1 | -1 | 1 | -3 | 0 | 7 | 1 | 40*
TRHR ag | -0.4 | -0.2 | 1.1 | -0.2 | -0.2 | 1.3 | 0.7 | 1.7
D1 antagonist | -10 | -4 | -8 | -5 | -5 | -6 | -2 | -39*
D2 antagonist | / | -6 | -4 | -7 | -9 | 13 | 1 | /
TRHR PAM | 1 | 0 | -3 | 2 | 3 | 3 | 0 | 4
D2 agonist | -0.2 | -0.4 | -0.5 | 0.1 | 0.1 | 0.4 | 0.8 | /
RXFP1 antag | -23 | / | 8 | 0 | -5 | 3 | -6 | /
D1 potentiator | 0 | -3 | -1 | -8 | -3 | -11 | -7 | -13
D2 PAM | 2 | 5 | 11 | 5 | -9 | 1 | -6 | /

A draw from above in order of heavy-atom count, low to high.
[7] CC(C)(C)c1nnc(NC(=O)c2cccs2)s1
[5] O=C(NC1CCCCC1)c1ccc2c(c1)OCO2
[4] C=CCN(c1ccc(C(=O)OC)cc1)S(=O)(=O)c1ccccc1
[6] O=C(c1ccc(F)cc1)C1CCN(C(=S)Nc2ccccc2Cl)CC1
[1] COC(=O)c1cccc(Nc2c(-c3ccc(OC)cc3)nc3nc[nH]n23)c1
[3] CCCCN(CCCC)S(=O)(=O)c1ccc(C(=O)Nc2nnc(CSC)o2)cc1
[2] COCCNC(=O)c1onc(CSc2nc3ccccc3[nH]2)c1C(=O)NCCOC
[8] CCCCCc1cc(=O)oc2c(C(CCN(CC)CC)c3ccc(OC)cc3)c(OC)cc(OC)c12 (stereo not drawn)
Assay by compound | 7 | 5 | 4 | 6 | 1 | 3 | 2 | 8
D1 ag | 1 | 0 | -3 | 7 | 1 | 1 | -1 | 40*
TRHR ag | 0.7 | -0.2 | -0.2 | 1.3 | -0.4 | 1.1 | -0.2 | 1.7
D1 antagonist | -2 | -5 | -5 | -6 | -10 | -8 | -4 | -39*
D2 antagonist | 1 | -9 | -7 | 13 | / | -4 | -6 | /
TRHR PAM | 0 | 3 | 2 | 3 | 1 | -3 | 0 | 4
D2 agonist | 0.8 | 0.1 | 0.1 | 0.4 | -0.2 | -0.5 | -0.4 | /
RXFP1 antag | -6 | -5 | 0 | 3 | -23 | 8 | / | /
D1 potentiator | -7 | -3 | -8 | -11 | 0 | -1 | -3 | -13
D2 PAM | -6 | -9 | 5 | 1 | 2 | 11 | 5 | /

Continued:
[9] CCN(CC)CCNC(=O)c1ccc(-c2nc(CN3CCc4ccccc43)c(C)o2)cc1
[10] CCCN(CCC)S(=O)(=O)c1nc2nc(C)cc(C)n2n1
[11] COc1ccc(NS(=O)(=O)c2cc(NC(=O)c3cccnc3Cl)ccc2N2CCCC2)cc1
[12] CCOc1ccc(-c2cc(C(=O)Nc3ccc(NC(C)=O)cc3)no2)cc1
[13] Nc1ccccc1SCc1ccccc1
[14] CCN(CC)C(=O)C1=C(C)Nc2ncnn2C1c1cccnc1 (stereo not drawn)
[15] CCc1cnc2c(c1SCC(=O)NCc1ccccc1Cl)c(=O)n(C)c(=O)n2C
[16] COc1ccc(NC2c3ccccc3C(=O)N2c2cccnc2)cc1Cl (stereo not drawn)
Assay by compound | 9 | 10 | 11 | 12 | 13 | 14 | 15 | 16
D1 ag | 17 | 2 | 3 | 2 | 2 | -1 | -4 | 2
TRHR ag | 0.5 | -0.2 | 0.0 | -0.1 | 0.7 | 0.3 | -0.3 | -0.5
D1 antagonist | 2 | -16 | -1 | 5 | -28 | 7 | / | -3
D2 antagonist | / | -7 | -15 | / | 31* | 5 | / | 4
TRHR PAM | -4 | -4 | 1 | -1 | -5 | -5 | 16 | 3
D2 agonist | 11 | -0.3 | 0.3 | 2.8 | -0.2 | 0.8 | -0.3 | 0.3
RXFP1 antag | / | -11 | -2 | -5 | 9 | -14 | 2 | 5
D1 potentiator | -2 | -4 | -2 | 2 | -2 | -1 | 0 | -1
D2 PAM | / | 5 | -5 | 2 | -5 | 1 | 5 | 10

[17] O=c1c2ccccc2nc2c3ccccc3c(NCc3ccccn3)nn12
[18] CC(=O)c1cccc(NC(=O)Cn2cnc(S(=O)(=O)N3CCCCC3)c2)c1
[19] CN(Cc1ccccc1F)Cc1cc(=O)oc2cc(O)c(Cl)cc12
[20] O=C(CSc1n[nH]c(=O)[nH]c1=O)N1CCCCCC1
[21] COc1ccc(C(=O)OCC(=O)c2c[nH]c3ccccc23)cc1OC
[22] CCOc1cc(C(=O)Nc2ccc([N+](=O)[O-])cn2)cc(OCC)c1OCC
[23] CN(Cc1nc(-c2ccccc2)no1)C(=O)c1ccc2c(c1)OCO2
[24] COc1cccc(-n2nnc3c(sc4nc(C)cc(C)c43)c2=O)c1
Assay by compound | 17 | 18 | 19 | 20 | 21 | 22 | 23 | 24
D1 ag | 0 | 1 | 3 | 2 | 6 | 4 | 3 | 0
TRHR ag | -1.0 | 0.9 | 0.0 | 0.0 | 0.8 | 0.0 | 0.0 | -1.3
D1 antagonist | -4 | 0 | 14 | 16 | -9 | -51* | 10 | -4
D2 antagonist | 7 | 7 | -5 | -5 | -4 | 69* | -14 | /
TRHR PAM | -1 | 14 | 1 | 3 | -1 | -3 | 3 | 5
D2 agonist | -0.1 | 0.5 | -1.4 | 1.5 | -0.1 | 0.0 | -0.5 | /
RXFP1 antag | 14 | -9 | -25 | 8 | -4 | 5 | 1 | 21
D1 potentiator | -5 | 0 | -1 | 1 | -2 | -5 | -1 | 1
D2 PAM | -4 | 3 | 16 | 5 | 7 | -31 | -13 | 2

[25] COc1ccc(N2C(=O)S[C@@H]3CS(=O)(=O)C[C@@H]32)cc1
[26] CCN(C(=O)C(=O)c1c[nH]c2ccccc12)c1ccccc1
[27] COc1cccc(Oc2ccc(C(F)(F)F)cc2NC(=O)C2=COCCO2)c1
[28] COc1ccccc1N1CCN(C(=O)CCNS(=O)(=O)c2ccc3c(c2)CCC(=O)N3)CC1
[29] O=C(COc1ccc(S(=O)(=O)N2CCCCC2)cc1)N1CCCCCC1
[30] O=C(CS(=O)(=O)c1cccc2nsnc12)NCc1ccc(Cl)cc1
[31] CCOC(=O)c1c(NC(=O)C2CCCO2)sc2c1CCC2 (stereo not drawn)
[32] CCc1nc(SCc2cc(Cl)ccc2OC)n[nH]1
Assay by compound | 25 | 26 | 27 | 28 | 29 | 30 | 31 | 32
D1 ag | 3 | 7 | 4 | 3 | 1 | 0 | 2 | -2
TRHR ag | 0.4 | 1.0 | 0.9 | 0.5 | -0.1 | -0.6 | -0.2 | -0.4
D1 antagonist | 5 | -6 | 9 | 3 | -2 | -16 | 2 | -4
D2 antagonist | -5 | -11 | 11 | -13 | -21 | / | 9 | -10
TRHR PAM | 0 | 7 | -2 | -4 | -7 | 5 | 2 | -6
D2 agonist | 0.8 | -0.7 | -1.2 | 0.1 | 0.7 | -0.5 | 1.0 | 2.2
RXFP1 antag | 0 | 2 | -9 | -5 | -8 | 7 | 1 | 42
D1 potentiator | -2 | 3 | 2 | -3 | 0 | -5 | -2 | -1
D2 PAM | -20 | 10 | 3 | -9 | 3 | 3 | 1 | /

[33] Cc1cc(C)cc(-n2cc(C(=O)O)c(=O)cc2C)c1
[34] Cc1ccc(NC(=O)c2cccc(N3C(=O)C4C5C=CC(C5)C4C3=O)c2)cc1C (stereo not drawn)
[35] Cc1ccc(C)c(/C(O)=C2\C(=O)C(=O)N(CCCn3ccnc3)C2c2cccnc2)c1 (stereo not drawn)
[36] Cc1noc(C)c1COC(=O)c1ccc(N(C)C)cc1
[37] FC(F)(F)c1cnc(Oc2ccc(-c3nnco3)cc2)c(Cl)c1
[38] COc1ccc(C)cc1NC(=O)C(OC(=O)c1cc(C)oc1C)c1ccccc1 (stereo not drawn)
[39] O=C(NC12CC3CC(CC(C3)C1)C2)c1cc(F)c(F)c(F)c1F
[40] CC(Oc1ccccc1F)C(=O)/C=C/N(C)C (stereo not drawn)
Assay by compound | 33 | 34 | 35 | 36 | 37 | 38 | 39 | 40
D1 ag | 3 | 10 | -1 | 2 | 0 | 1 | 5 | 1
TRHR ag | -1.0 | -0.7 | 0.4 | 0.0 | -0.4 | 1.0 | -1.6 | 0.4
D1 antagonist | -3 | -6 | 8 | -26 | 1 | 10 | 20 | 8
D2 antagonist | / | 5 | -4 | 0 | 11 | -6 | 23 | -6
TRHR PAM | -9 | -2 | 3 | -6 | -8 | 3 | -1 | -1
D2 agonist | / | 2.1 | -0.6 | -2.2 | -0.4 | 0.9 | -0.8 | 0.6
RXFP1 antag | -5 | 0 | 0 | 2 | 3 | -18 | -7 | -3
D1 potentiator | 2 | 4 | -6 | -6 | 9 | -5 | 12 | -2
D2 PAM | -2 | 5 | -1 | 1 | -9 | 4 | 15 | 8

[41] O=C(Cc1c(F)cccc1Cl)OCN1C(=O)c2ccccc2C1=O
[42] CC(C)(Oc1ccc(Cl)cc1)C(=O)NNC(=O)c1ccc(Br)o1
[43] NC(=O)NC(=O)CSc1nc2cc([N+](=O)[O-])ccc2n1-c1cccc(C(F)(F)F)c1
[44] CN1CCN(c2ncc(CN3C(=O)c4ccccc4C3=O)s2)CC1
[45] COc1ccc(CNC(=O)[C@H](Cc2c[nH]c3ccccc23)NC(=O)[C@@H]2Cc3ccccc3CN2)cc1
[46] COc1cccc(CNC(=O)c2ccccc2C(=O)NC(C)(C)C(=O)NCc2cccc(OC)c2)c1
[47] COc1cccc(C2=CC(=O)C[C@H](c3ccc(Cl)cc3)C2)c1OC
[48] O=C(NCCCN1CCCCCC1)c1ccc2c(c1)NC(=O)C(N1CCOCC1)S2 (stereo not drawn)
[49] O=C(NNc1ccc(O)cc1)c1ccc(Br)cc1
Assay by compound | 41 | 42 | 43 | 44 | 45 | 46 | 47 | 48 | 49
D1 ag | 14 | 4 | 2 | 3 | 8 | -1 | 12 | 3 | 5
TRHR ag | -0.6 | -0.9 | 1.0 | 0.5 | 0.2 | 0.0 | 0.2 | -2.1 | -0.2
D1 antagonist | -17 | 12 | -17 | -11 | 1 | 4 | -16 | 0 | -12
D2 antagonist | -5 | / | -4 | 16 | 1 | / | -11 | -27 | -7
TRHR PAM | 6 | 0 | 1 | -3 | -2 | -30 | 4 | -4 | -1
D2 agonist | -0.2 | / | 2.1 | 0.9 | 0.0 | / | 0.8 | -0.2 | -0.6
RXFP1 antag | -29 | -5 | 4 | 10 | 11 | 8 | / | 0 | 1
D1 potentiator | -3 | -3 | 10 | -8 | -2 | -1 | -4 | -11 | 3
D2 PAM | 6 | / | 9 | -5 | 9 | / | 13 | 7 | 14
